# AI-2 QS mod: modulators of Vibrio harveyi AI-2 quorum sensing system. Vibrio harveyi JMH597 AI-2 luminescence/OD600 ratio, 9 h; hits give low values; strain lacks LuxN and CqsS sensors; 0 = neutral-control median. activity change, % at 7.5 µM. 0.4% of 300,000 active. AID 2094; in the data active = activity change below about -75%, passing the limit was not always enough; inconclusive = no clear call, values can overlap the other calls;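 note: luminescence divided by OD600 gain over 9 h not by final OD600 alone; inactives centre near 13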
# HIF activator: HIF pathway transcriptional activation | U2OS HRE-luciferase reporter, luminescence; normalized: DMSO 0%, desferrioxamine 100% | 0.32% of 300,000 active | AID 1910 | activation, % at 7.5 µM (by protocol);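 active = mean activation of at least 10% of the iron chelator positive control signal, with at least half of replicates also reaching 10%; inconclusive = mean and replicate majority disagree about reaching 10%; inactive = mean and most replicates under 10%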
# GSK3 alpha inh: inhibitors of human GSK-3 alpha kinase; AID 2650; 0.1% of 320,000 active; inhibition, % at 10 µM; P49840; ADP-Glo luminescence, 60 min;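 in the data active = inhibition above about 50%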;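 note: GST-tagged GSK-3 alpha with peptide substrate and 25 µM ATP; 0% = DMSO neutral wells and 100% = GW8510 positive control wells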
# Target sequence (P49840 whole entry, looked up): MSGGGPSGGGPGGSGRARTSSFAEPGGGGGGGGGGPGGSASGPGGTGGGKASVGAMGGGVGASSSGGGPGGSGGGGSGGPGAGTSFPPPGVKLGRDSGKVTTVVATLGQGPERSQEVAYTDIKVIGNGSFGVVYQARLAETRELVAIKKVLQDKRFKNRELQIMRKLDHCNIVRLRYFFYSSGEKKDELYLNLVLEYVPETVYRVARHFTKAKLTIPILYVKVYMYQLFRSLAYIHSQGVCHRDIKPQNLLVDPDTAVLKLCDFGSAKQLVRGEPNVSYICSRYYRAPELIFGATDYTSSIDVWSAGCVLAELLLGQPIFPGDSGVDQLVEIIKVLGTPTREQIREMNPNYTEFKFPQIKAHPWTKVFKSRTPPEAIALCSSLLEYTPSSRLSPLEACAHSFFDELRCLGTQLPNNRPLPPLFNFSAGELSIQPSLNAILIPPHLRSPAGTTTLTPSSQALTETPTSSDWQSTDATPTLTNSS
# HSP90 refold inh: blocks HSP90-mediated luciferase refolding in reticulocyte lysate | 0.91% of 290,000 active | Rabbit reticulocyte lysate, luciferase refolding luminescence, 3 h | inhibition, % at 5.6 µM;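 active = inhibition above the screen-wide mean plus 3 SD, computed separately per campaign, cut at about 16% in these data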;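 note: 0% = DMSO wells and 100% = 60 µM geldanamycin wells; inhibitors lower the luminescence because luciferase stays unfolded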
# HSF1 inhib: HSF1 inhibition; activity change, negative = inhibition, % at 7.5 µM (by protocol); 0.77% of 300,000 active; AID 2098; NIH3T3-HGL HSE-luciferase, MG132-induced, luminescence 8 h; hits give low values;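 active = more than half of replicate wells show activity change below -50%, luminescence cut by over half; inconclusive = some wells, but at most half, below -50%; inactive = no replicate well below -50%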;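 note: luciferase reports HSF-1 transcriptional activity via heat shock element; 0% = median of DMSO wells and -100% = zero luminescence signal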
# IEC-6 cytotox: kills IEC-6 intestinal cells in KLF5 counter-screen | IEC-6 cytotoxicity, luminescence viability | 0.78% of 290,000 active | inhibition, % at 5 µM; in the data active = inhibition above about 22%;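 note: 0% = plate median of test compound wells and 100% = cytotoxic reference compound wells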
# HSF-1 act: increases HSF-1 driven luciferase reporter signal; activation, % at 9 µM; NIH3T3-HGL HSF-1 luciferase reporter, MG132, 8 h; 100% = twice DMSO control signal; 1.7% of 300,000 active; AID 504408;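 active = mean replicate activation of at least 50% with a set share of replicates each reaching 50%; inconclusive = only one of those two conditions met; inactive = mean below 50% and too few replicates reaching it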;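 note: 0% = median of the neutral control wells and 100% = twice that signal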
# GSK3beta inhib: blocks human GSK3beta kinase activity. P49841. GST-GSK3beta kinase, ADP-Glo luminescence, 60 min; hits give low values. activity score (negative = inhibition), % at 10 µM. 0.038% of 300,000 active. AID 2097;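 active = more than half of replicate wells score below -50%, meaning over 50% inhibition versus plate controls; inconclusive = some replicates but at most half score below -50%; inactive = no replicate scores below -50%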;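 note: 0% = median DMSO wells and -100% = median GW8510 positive control wells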
# Target sequence (P49841 whole entry, looked up): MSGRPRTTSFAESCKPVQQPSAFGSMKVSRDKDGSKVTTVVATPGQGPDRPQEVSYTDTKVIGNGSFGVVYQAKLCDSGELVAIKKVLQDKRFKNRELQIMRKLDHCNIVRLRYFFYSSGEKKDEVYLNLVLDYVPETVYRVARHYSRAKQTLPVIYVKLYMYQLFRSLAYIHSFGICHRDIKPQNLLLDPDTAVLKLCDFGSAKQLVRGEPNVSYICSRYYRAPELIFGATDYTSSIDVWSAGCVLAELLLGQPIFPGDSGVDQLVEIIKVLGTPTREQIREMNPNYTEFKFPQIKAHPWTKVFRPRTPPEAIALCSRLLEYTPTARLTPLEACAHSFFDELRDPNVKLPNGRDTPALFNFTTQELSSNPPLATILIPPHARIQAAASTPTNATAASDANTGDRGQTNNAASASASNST
#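 Assay system: GST-fused GSK3beta enzyme, cell-free / Medium: Tris pH 7.5 buffer with MgCl2, DTT, BSA, heparin / Also added: peptide substrate plus 25 µM ATP (final) / Compound: 10 µM single point / Timing: kinase reaction with compound 60 min at room temperature / Detection: ADP-Glo luminescence / Benchmarks: DMSO neutral wells and GW8510 at 20 µM as positive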
# KLF5 inhibitor: suppresses KLF5 promoter-driven expression; DLD-1 KLF5 promoter-luciferase reporter, luminescence; inhibition, % at 5 µM; 0.23% of 290,000 active; AID 1700;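 active = inhibition above a per-plate limit of that plate's mean compound inhibition plus 3 SD, cut at about 60% in these data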;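 note: 0% = DMSO wells and 100% = LY294002 at 200 µM; higher means less KLF5 promoter-driven luciferase light; inactives centre near -14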
# aSyn UTR inh: 5' untranslated region of α-synuclein, MLPCN primary screen | alpha-synuclein 5'UTR reporter, inhibitor activity | inhibition, % (tested at 7.5 µM) | 0.82% of 300,000 active; in the data active = inhibition above about 60%; inconclusive = no clear call, values can overlap the other calls;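 note: H4 neuroglioblastoma cells stably carrying SNCA 5'UTR luciferase fusion; 0% = DMSO wells and 100% = positive control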
# * = called active by the depositor; ? = inconclusive; . = not tested or not shown.
SMILES,AI-2 QS mod,HIF activator,GSK3 alpha inh,HSP90 refold inh,HSF1 inhib,IEC-6 cytotox,HSF-1 act,GSK3beta inhib,KLF5 inhibitor,aSyn UTR inh
CCOC(=O)c1c(SCC(=O)Nc2nccs2)nc(C)c(C)c1C,-5,2.2,-2,-6,-7,5,16,2,-167,-68
Cc1onc(-c2c(Cl)cccc2Cl)c1-c1nnc(-c2ccc(Cl)cc2)o1,11,-0.5,2,-1,-1,-9,0,-2,-9,38
COc1ccc(NC(=O)c2cc3c(=O)n4ccccc4nc3n2C)c(OC)c1,22,2.0,2,1,2,1,-1,0,-26,-27
CCO[C@H]1OC(C(=O)N2CCN(Cc3ccccc3)CC2)=C[C@@H](c2ccccc2)[C@@H]1CCCO,0,-0.6,0,0,1,-1,-2,1,-11,10
CCN(CC)CCNC(=O)c1ccc(NC(=O)c2cc(S(=O)(=O)N3CCCCC3)ccc2C)cc1,4,-0.2,0,.,-3,.,-7,2,.,3
COc1cnc(-c2ccccn2)nc1Sc1ccccc1,41,2.2,4,9,6,8,13,-4,-27,-10
COc1ccc2cc3cc(C(=O)N4CC(C)CC(C)C4)oc3nc2c1 (stereo unspecified),100,3.6,-1,0,-11,2,-13,.,-98,-125
Cc1ccc(Cn2c(=N)c(C(=O)NCc3ccco3)cc3c(=O)n4ccccc4nc32)cc1,25,0.9,6,1,9,-13,39,1,-13,-22
O=C(NCCN1CCOCC1)c1cc(Cl)ccc1Cl,4,0.2,-2,8,-7,2,-4,-24,-22,6
COc1ccc(NC2=NCCCCC2)cc1,-3,-3.6,0,0,-6,3,-1,-2,-4,1
Cc1ccc(-n2cc(CN3CCN(C(=O)c4ncn[nH]4)CC3)c(-c3ccc(F)cc3)n2)cc1,3,0.9,-1,3,11,-2,24,0,-25,-6
OC(c1ccccc1)c1nccn1Cc1ccccc1 (stereo unspecified),5,-0.2,-1,2,3,-2,3,1,-11,-3
CC1CC1C(=O)OCC(=O)c1c(N)n(C)c(=O)n(C)c1=O (stereo unspecified),19,0.6,-2,-2,2,-8,14,4,-22,-15
Oc1ccc(/C=N/Nc2nn3cnnc3c3ccccc23)cc1,-3,-0.1,11,4,2,6,0,0,15,-15
CC(=O)c1c(C)oc2ccc(N(C(=O)C3CCCCC3)S(=O)(=O)c3cc([N+](=O)[O-])ccc3C)cc12,11,0.2,.,2,8,7,0,0,-10,18

# Reformatted with two lines to a compound: part of the list above.
# Below each compound – AI-2 QS mod	HIF activator	GSK3 alpha inh	HSP90 refold inh	HSF1 inhib	IEC-6 cytotox	HSF-1 act	GSK3beta inhib	KLF5 inhibitor	aSyn UTR inh
> Cc1ccc(Cn2c(=N)c(C(=O)NCc3ccco3)cc3c(=O)n4ccccc4nc32)cc1
 : 25	0.9	6	1	9	-13	39	1	-13	-22
> CCOC(=O)c1c(SCC(=O)Nc2nccs2)nc(C)c(C)c1C
 : -5	2.2	-2	-6	-7	5	16	2	-167	-68
> CCN(CC)CCNC(=O)c1ccc(NC(=O)c2cc(S(=O)(=O)N3CCCCC3)ccc2C)cc1
 : 4	-0.2	0	.	-3	.	-7	2	.	3
> OC(c1ccccc1)c1nccn1Cc1ccccc1 (stereo unspecified)
 : 5	-0.2	-1	2	3	-2	3	1	-11	-3
> O=C(NCCN1CCOCC1)c1cc(Cl)ccc1Cl
 : 4	0.2	-2	8	-7	2	-4	-24	-22	6
> CC(=O)c1c(C)oc2ccc(N(C(=O)C3CCCCC3)S(=O)(=O)c3cc([N+](=O)[O-])ccc3C)cc12
 : 11	0.2	.	2	8	7	0	0	-10	18
> Cc1ccc(-n2cc(CN3CCN(C(=O)c4ncn[nH]4)CC3)c(-c3ccc(F)cc3)n2)cc1
 : 3	0.9	-1	3	11	-2	24	0	-25	-6

# Next part
SMILES,AI-2 QS mod,HIF activator,GSK3 alpha inh,HSP90 refold inh,HSF1 inhib,IEC-6 cytotox,HSF-1 act,GSK3beta inhib,KLF5 inhibitor,aSyn UTR inh
CN(Cc1ccccc1)C(=O)CCNC(=O)Cn1cnc2ccccc2c1=O,16,0.6,-2,0,1,2,-8,-1,-23,10
CCOc1ccc(NC(=O)NC23CC4CC(CC(C4)C2)C3)cc1,25,0.3,-3,-2,9,-2,18,0,-23,-55
O=C(NCCC(=O)N1CCN(c2ccccc2O)CC1)c1ccc(Br)cc1,0,-0.2,9,.,-5,.,3,5,.,13
O=C(NCc1n[nH]c(=S)n1-c1ccc(Br)cc1)c1cccs1,26,0.1,-1,-2,0,-2,-6,-1,-11,-36
Cc1ccc2[nH]c3c(c2c1)SC(C)(C)CC3=O,13,-0.1,1,1,6,10,5,5,-42,3
CSc1ncccc1C(=O)N(C)CC(=O)Nc1ccc(Cl)c(C(F)(F)F)c1,33,-0.4,-4,-6,-4,-3,-2,1,-37,2
Cc1ccc(C(=O)N2CCN(S(=O)(=O)c3ccc(C)cc3)CC2)cc1,5,-0.1,0,1,-7,4,-13,1,-4,-15
C=CCN1C(c2cccc(C(F)(F)F)c2)=CS/C1=C(/C#N)c1nnc(N2CCOCC2)n1-c1ccccc1,9,-0.2,6,3,-8,5,0,1,7,16
O=C(O)CCC(=O)Nc1ccc(C(=O)N2CCCCC2)cc1,24,-0.6,-4,-2,-4,-5,-18,-1,-19,11
COC(=O)c1cccc(C(=O)N2CCCC(Nc3ccc4c(c3)OCCO4)C2)c1 (stereo unspecified),26,0.3,1,-5,-4,-2,-5,1,-10,21
Cc1ccc(S(=O)(=O)N2CCN(C(=O)c3ccco3)CC2)cc1C,0,0.6,-2,-1,3,2,14,-9,-1,3
CCc1ccc(S(=O)(=O)NC2CC(C)(C)NC(C)(C)C2)cc1,.,-2.8,-1,-3,1,-4,14,.,-6,-10
Cc1cccc(NC(=O)NCCCCc2ccccc2)c1,-15,0.2,1,-6,7,-2,12,3,-42,-20
CN(CC(=O)Nc1ccc(F)cc1)C(=O)C1CC(=O)N(Cc2ccccc2)C1 (stereo unspecified),23,-0.4,-1,-4,-8,5,0,-2,-32,-7
CN(C)c1nc2n(c(=O)n1)CCO2,15,-49,1,-2,-8,-2,3,0,-9,-3
CCNC(=O)N1CCNC(=O)C1CC(=O)OC (stereo unspecified),27,0.4,1,-1,-6,-5,9,-6,-10,5
COc1cccc(/C=C(\C)C(=O)c2c(C)cc(C)[nH]c2=O)c1OC,12,0.1,-3,0,0,-3,6,7,-48,9
CC1(C(=O)N2CCN(c3ccccc3)CC2)CC1(Cl)Cl (stereo unspecified),6,0.1,-2,-2,-2,-6,-15,-4,-8,-27
CCCOc1ccc(N2C(=O)C3ON(c4ccccc4)C(CCC)C3C2=O)cc1 (stereo unspecified),8,0.1,-3,7,2,-2,-4,-2,-21,2
Cc1cccc(NC(=O)CSCc2nc3c(nnn3Cc3ccc(F)cc3)c(=O)[nH]2)c1C,1,-1.1,-1,-1,-2,6,7,4,14,18
O=C(CCc1nc2ccccc2c(=O)[nH]1)Nc1nnc(SCc2ccc(F)cc2)s1,15,0.5,1,.,-3,.,4,3,.,1
FC(F)(F)c1cccc(Cc2noc(CN(Cc3ccccn3)CC3CCCO3)n2)c1 (stereo unspecified),20,-0.3,-4,-2,0,-2,-16,2,-19,-12
CC1CCN(CC(=O)N2CCN(c3ccccc3)CC2)CC1,8,0.1,-2,-4,0,-3,-4,3,-41,9
O=S(=O)(/C=C/c1ccccc1)N1CCNCC1,11,?,-1,0,0,-1,1,4,-6,8
Cc1ccc(NC(=O)COC(=O)c2cc(-c3cccs3)nn2-c2ccccc2)cc1[N+](=O)[O-],25,0.8,-2,3,-3,2,-10,0,-14,-8
Cc1cc(N2CCN(C)CC2)nc2ccc(NC(=O)c3ccc4c(c3)OCO4)cc12,.,.,0,-2,.,12,.,.,-57,.
Cc1ccn2c(C(=O)CSc3ccc(Cl)cc3)c(C)nc2c1,16,-0.5,2,-2,14,1,24,1,13,-44
C=C(C)Cn1c(CCNC(=O)C(C)C)nc2ccccc21,1,?,3,-4,0,1,-10,3,-22,4
COc1cc(OC)c(S(=O)(=O)NCc2cccnc2)cc1NC(C)=O,12,-0.7,0,9,-1,7,-7,-6,-8,-5
CCOC(=O)CN(C)Cc1cn[nH]c1-c1ccc2cc(OC)ccc2c1,-1,0.6,0,3,16,-1,18,-2,-37,-1
COC(=O)CS(=O)(=O)c1ccc(C)cc1,32,-0.7,2,0,-6,-4,-2,-1,-17,5
C=CCCC(=O)NC1CCCc2c1cnn2-c1ccccc1F (stereo unspecified),24,-0.5,-2,-5,-5,2,0,1,-26,3
CCn1cc(/C=C(\NC(=O)c2cc(OC)c(OC)c(OC)c2)C(=O)NCCN2CCOCC2)c2ccccc21,-11,-0.1,-2,-1,-5,4,0,0,-17,14
CC(=O)N/C(=C\c1ccc(F)cc1)C(=O)N(C)C,16,0.0,-2,5,3,4,-8,1,-42,16
CCC(CC)C(=O)NCCc1ccc(OC)c(OC)c1,-9,0.0,-1,-3,-7,3,2,2,-16,16
COc1ccc(C2NC(c3ccc(OC)cc3)C(c3ccccc3)C(=O)C2c2ccccc2)cc1 (stereo unspecified),5,0.1,-1,3,6,3,1,2,9,-8
Cc1cc(C)c[n+](-c2[nH]c(=O)sc2/C=N/N=C(\[O-])c2cccnc2)c1,52,0.0,9,4,1,10,0,0,9,-15
COc1nsnc1NS(=O)(=O)c1ccc(NC(=S)NC(=O)c2cccnc2)cc1,1,0.0,-1,-1,-4,-2,-7,1,-11,17
CC(C)(C)C(=O)NC(=S)NNC(=O)c1ccncc1,14,-0.2,-3,4,-1,0,3,0,-19,-11
COc1ccc(-c2csc(NC(=O)CSc3nc(C)cs3)n2)cc1,24,1.5,-2,-2,10,-1,9,4,-48,-153
CCCSC1=N/C(=C\c2ccc3c(c2)OCO3)C(=O)S1,-2,-0.7,-1,0,3,-3,2,0,-39,-7
CC1CCCCC1NC(=O)C(=O)NCC1CCCO1 (stereo unspecified),30,0.2,-1,0,-3,-6,-1,0,-35,-22

# Entries listed so far with a thiophene ring, fused or not (two):
SMILES,AI-2 QS mod,HIF activator,GSK3 alpha inh,HSP90 refold inh,HSF1 inhib,IEC-6 cytotox,HSF-1 act,GSK3beta inhib,KLF5 inhibitor,aSyn UTR inh
O=C(NCc1n[nH]c(=S)n1-c1ccc(Br)cc1)c1cccs1,26,0.1,-1,-2,0,-2,-6,-1,-11,-36
Cc1ccc(NC(=O)COC(=O)c2cc(-c3cccs3)nn2-c2ccccc2)cc1[N+](=O)[O-],25,0.8,-2,3,-3,2,-10,0,-14,-8
